Screening data: PubChem, several laboratories
OX1R antag-1 – antagonists of human orexin 1 receptor (OX1R). OX1R-expressing cells, FRET antagonist read-out. inhibition, % at 6.6 µM. actives 1.8% (n = 330,000). AID 485270; in the data active = inhibition mostly above about 38%, no sharp cut-off; inactive = mostly below about 40%;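 note: 0% = agonist challenge alone and 100% = reference antagonist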
Target sequence (O43613 whole entry, looked up): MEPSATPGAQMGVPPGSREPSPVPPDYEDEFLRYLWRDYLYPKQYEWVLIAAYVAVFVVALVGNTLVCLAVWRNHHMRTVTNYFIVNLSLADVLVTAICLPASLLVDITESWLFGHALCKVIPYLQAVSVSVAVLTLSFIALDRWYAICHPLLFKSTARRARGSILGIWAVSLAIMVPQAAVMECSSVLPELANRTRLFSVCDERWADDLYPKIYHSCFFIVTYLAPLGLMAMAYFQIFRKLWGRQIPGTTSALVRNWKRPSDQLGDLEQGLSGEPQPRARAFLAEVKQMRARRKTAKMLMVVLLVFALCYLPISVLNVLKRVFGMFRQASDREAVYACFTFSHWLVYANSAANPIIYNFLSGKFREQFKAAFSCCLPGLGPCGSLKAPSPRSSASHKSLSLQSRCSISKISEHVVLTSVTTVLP
CHT PAM – allosteric activators of human choline transporter CHT; Q9GZV3; CHT-expressing cells, membrane potential dye, choline EC20; active compounds read high; LV-AA mutant CHT in HEK293 cells; B-score at 10 µM; actives 0.49% (n = 310,000); AID 488977;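 active = initial fluorescence not abnormally high and integrated response B-score, plate-corrected, over 3 SD above library mean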
Target sequence (Q9GZV3 whole entry, looked up): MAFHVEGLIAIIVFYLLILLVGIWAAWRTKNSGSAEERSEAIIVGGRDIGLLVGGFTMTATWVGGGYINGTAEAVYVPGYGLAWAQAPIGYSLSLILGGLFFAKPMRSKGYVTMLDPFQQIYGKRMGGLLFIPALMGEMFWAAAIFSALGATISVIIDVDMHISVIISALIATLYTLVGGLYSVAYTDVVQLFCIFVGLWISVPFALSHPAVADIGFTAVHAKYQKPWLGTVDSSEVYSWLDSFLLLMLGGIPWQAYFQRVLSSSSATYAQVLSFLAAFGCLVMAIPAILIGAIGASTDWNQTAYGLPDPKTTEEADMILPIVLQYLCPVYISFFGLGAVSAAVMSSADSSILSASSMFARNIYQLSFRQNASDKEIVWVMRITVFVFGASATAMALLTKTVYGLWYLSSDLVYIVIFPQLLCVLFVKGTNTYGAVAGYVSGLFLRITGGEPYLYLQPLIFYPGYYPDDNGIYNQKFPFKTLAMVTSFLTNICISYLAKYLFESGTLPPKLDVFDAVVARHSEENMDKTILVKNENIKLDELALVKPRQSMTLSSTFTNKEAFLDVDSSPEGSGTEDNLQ
OX1R antag-2 – blocks the human orexin 1 receptor; AID 434989; CHO/OX1R cells, Fluo-8 calcium fluorescence, orexin A; actives 0.43% (n = 330,000); O43613; inhibition, % at 5 µM;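 active = inhibition above its plate's threshold, mean inhibition of all tested compounds on the plate plus 3 SD, cut at about 37% in these data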;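 note: 0% = orexin A challenge wells and 100% = SB-334867-A antagonist wells; not every result past the cut was called active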
The depositor's hits bear a star; i = inactive; . = no result given.

molecule	OX1R antag-1	CHT PAM	OX1R antag-2
CCOc1ccc(CCNC(=O)CN(C)S(=O)(=O)c2ccc3c(c2)CCC(=O)N3)cc1OCC	13	i	-22
Cc1ccc2c(Cl)c(C(=O)Nc3cccnc3)sc2c1	27	i	-25
Cc1ccccc1N(CC(=O)NCCSc1ccccn1)S(=O)(=O)c1ccccc1	40	i	-21
CCN(CC)C(=O)C1CCCN(c2ncnc3c2cnn3-c2cccc(C)c2)C1 (centres undefined)	20	i	-29
COc1cc(/C=N/N2CCCCC2)cc(OC)c1O	14	i	5
C=CCOc1ccc(/C=C/C(=O)OCC(=O)NCc2cccs2)cc1	10	i	-20
CCC1(C)Cc2c(sc3c2c(=O)n(-c2ccccc2)c(=O)n3C)CO1 (centres undefined)	20	i	-15
O=C(Nc1ccc(-c2csc(Nc3cccc(C(F)(F)F)c3)n2)cc1)c1cccc(C(F)(F)F)c1	19	i	-26
CCN(CC)S(=O)(=O)c1ccc(OC)c(NC(=O)c2cccc([N+](=O)[O-])c2C)c1	12	i	-17
CCN(CC)c1nc(C)c(C(C)=O)cc1C#N	21	i	-18
Cc1ccc(C(=O)CCC(=O)O)cc1	35	i	-13
N#Cc1nc(COc2ccccc2)oc1N1CCN(c2cccc(Cl)c2)CC1	14	i	-5
CCCc1nc2ccccc2c(=O)n1CC(=O)c1ccccc1	14	i	-23
CC[C@@]1(c2ccccc2C)C(=O)N(C(=O)OC)N1C(=O)OC	14	i	-12
O=C(NCc1ccco1)c1scc2c1OCCO2	14	i	-1
O=C(Nc1ccccc1N1CCOCC1)C1CCCCN1S(=O)(=O)c1ccccc1 (centres undefined)	16	i	-15
O=C(Nc1scc(-c2ccccc2)c1C(=O)O)c1ccco1	13	i	-20
CCN(CC(=O)Nc1c(F)cccc1F)C(=O)c1n[nH]c2ccccc12	13	i	-2
Cc1ccc(/C=N/NC(=O)c2ccc(-c3ccccc3)cc2)o1	14	i	-6
c1ccc(CSc2nnc(-c3sccc3-n3cccc3)o2)cc1	52	i	-21
Cc1nn(C)cc1CN1CCCC(C(=O)c2ccc(-c3ccccc3)cc2)C1 (centres undefined)	17	i	-5
COc1cc(CC(=O)OCC(=O)NC2CCCCCC2)cc(OC)c1OC	3	.	-14
CS(=O)(=O)Nc1ccc(C2=NN(S(=O)(=O)c3ccccc3)C(c3cccs3)C2)cc1 (centres undefined)	7	i	-4
CC1CCN(c2ccc(C(=O)OCC(=O)NCCN3C(=O)CSC3=O)cc2[N+](=O)[O-])CC1	6	i	-15
Cn1ccsc1=NC(=O)c1ccc(=O)[nH]c1	10	i	-13
COc1cccc(C2=CC(=O)CCC2)c1	3	i	-15
COc1ccccc1CCC(=O)Nc1ncc(C)s1	-2	i	-14
COc1ccc(C(=O)c2ccccc2)cc1	6	i	2
S=C(NCc1ccc2c(c1)OCO2)NC1CCN(Cc2ccccc2)CC1	20	i	-16
O=C(CSc1nnc(-c2cccnc2)o1)OC1CCCCC1	18	i	-31
O=C(Nc1cccnc1)c1cc(F)c(F)cc1Cl	26	i	-4
COC(=O)c1ccc(COc2nc(C)cc(C)c2C#N)o1	34	i	-22
COc1ccccc1/C=N/N(C(C)=O)c1nc(-c2ccc(F)cc2)cs1	15	i	-25
Cc1nc(C)c(C(=O)N(c2ccc(C)c(C)c2)C(C(=O)NCc2ccco2)c2ccccc2)s1 (centres undefined)	20	i	-8
CC(NC(=O)c1ccco1)C(=O)N1CC=C(c2ccccc2)CC1 (centres undefined)	1	.	-6
Cc1ccc(-c2nc3ncccc3o2)cc1NC(=O)c1ccc([N+](=O)[O-])o1	1	i	-9
Nc1ccn([C@H]2CC[C@@H](CO)O2)c(=O)n1	10	i	-5
COC(=O)CCn1nc(-c2ccc(C)cc2)c2ccccc2c1=O	30	i	-19
CCS(=O)(=O)NC(C)C(c1cccs1)N1CCN(c2ccc(F)cc2)CC1 (centres undefined)	-8	i	-14
C#CCOCCOCCOCCNc1nc(N2CCN(C(=O)CCCCCCCCCCNC(=O)[C@H](CCCCN)n3cc(C)nn3)CC2)nc(N2CCN(C(=O)CCCCCCCCCCNC(=O)[C@H](CCCN=C(N)N)n3cc(C[C@@H](C)CC)nn3)CC2)n1	-3	i	-14
COc1ccc(C(=O)O)cc1S(=O)(=O)Nc1cccc(C(F)(F)F)c1	10	i	-2
O=C(COC(=O)CSc1ccc([N+](=O)[O-])cc1)NCc1ccco1	37	i	10
O=c1c2ccsc2ncn1Cc1cccc(C(F)(F)F)c1	36	i	-24
COc1ccc(-c2csc(/C(C#N)=C/Nc3cc4oc5ccccc5c4cc3OC)n2)cc1	1	i	1
O=C(NC1CCCC1)c1cc(-c2ccccc2Cl)on1	28	i	-23
Cc1cc(C)n(CC(=O)N/N=C/c2cccs2)n1	3	i	-16
O=S(=O)(c1ccc(Br)cc1Cl)N1CCN(CCO)CC1	11	i	-7
CCC(CC)NC(=O)Cn1c(C(C)NC(C)=O)nc2ccccc21 (centres undefined)	5	i	-6

An excerpt from above, reduced to CHT PAM and OX1R antag-2:
SMILES,CHT PAM,OX1R antag-2
O=C(NC1CCCC1)c1cc(-c2ccccc2Cl)on1,i,-23
Nc1ccn([C@H]2CC[C@@H](CO)O2)c(=O)n1,i,-5
O=C(COC(=O)CSc1ccc([N+](=O)[O-])cc1)NCc1ccco1,i,10

(more compounds)
molecule	OX1R antag-1	CHT PAM	OX1R antag-2
CCOC(=O)C1(CCOc2ccccc2)CCN(Cc2ccc(OCCO)cc2)CC1	24	i	-13
O=C(NC1CCCC1)c1ccc(CNc2c(N3CCOCC3)c(=O)c2=O)cc1	14	i	-21
O=C(O)c1cc(CN2CCOCC2)oc1-c1ccccc1	-1	i	-7
COC(=O)c1cc2sc(Cl)cc2n1CC(=O)NCCC(C)C	8	i	-11
Cc1ccc(C)c(NC(=O)C(CC(=O)O)Cc2ccccc2)c1 (centres undefined)	22	i	-7
Cc1cc(-c2ccco2)c(C#N)c2nc3ccccc3n12	100*	i	-15
O=C(CSc1nc2[nH]ncc2c(=O)n1-c1ccccc1)NCCc1ccccc1	5	i	-7
Cc1ccc(C(=O)NNC(=O)c2ccccc2O)cc1S(=O)(=O)N1CCCCC1	23	i	-38
COc1ccc(CCNc2nc(=O)[nH]nc2C)cc1OC	5	i	1
CCC(Sc1nc2sc(C(=O)OC)c(C)c2c(=O)n1N)C(=O)N(CC)CC (centres undefined)	3	i	-15
COc1ccc([N+](=O)[O-])cc1NC(=O)COC(=O)c1ccccc1O	4	i	-1
CCOC(=O)c1c(NC(=O)Cc2cccs2)sc(C(=O)N2CCCCC2)c1C	20	i	-29
O=C(Nc1ccc(F)cc1)c1nc[nH]c1C(=O)Nc1ccccc1[N+](=O)[O-]	10	i	-5
CCN(C(=O)CCS(=O)(=O)c1cccc2nonc12)c1ccc(F)cc1	46	i	-4
Cc1cc(N2CCCC2)ccc1/C=N/n1cnnc1	14	i	-23
CC(C)n1c(Sc2nccn2C)nc2c1c(=O)n(C)c(=O)n2C	3	i	-8
CC(C(N)=O)N1C(=O)NC2(CCCc3ccccc32)C1=O (centres undefined)	19	i	-2
CC1CCN(CC(=O)N2CC(=O)Nc3ccccc32)CC1	0	i	10
CCCc1nc(SCc2ccc(Cl)cc2Cl)n[nH]1	9	i	-13
CC(C)CCN1C(=O)CC(NNC(=O)c2ccc(S(=O)(=O)N3CCCC3)cc2)C1=O (centres undefined)	5	i	-15
O=C(CCN1CCc2ccccc2C(c2ccccc2)C1)c1ccc2c(c1)OCCO2 (centres undefined)	24	i	-30
Cc1ccc(C(=O)C(OC(=O)c2c(C)cc(=O)oc2C)c2ccccc2)cc1 (centres undefined)	11	i	-31
c1ccc2c(c1)CCN(c1nc(CN3CCOCC3)nc3sc4c(c13)CCCC4)C2	13	i	-27
O=C(/C=C/c1cccc([N+](=O)[O-])c1)NCCN1C(=O)S/C(=C\c2cccnc2)C1=O	43	i	-22
COc1ccc(CNC(=O)c2ccc(CS(=O)(=O)c3ccc(Br)cc3)o2)cc1	13	i	-16
CCc1c(C)nc(SCC(=O)N2CCCCC2CC)[nH]c1=O (centres undefined)	9	i	-24
CCc1[nH]nc2c1C1(CCOC1C)C(C#N)=C(N)O2 (centres undefined)	2	i	-12
CCOc1ccc(OCC)c(NC(=O)C2CCCN(C(=O)c3ccc(Cl)cc3)C2)c1 (centres undefined)	9	.	-35
C/C(=C1\SC(N2CCOCC2)=NC1=O)c1ccc(C)cc1	25	i	-1
O=C(CN1C(=O)NC2(CCc3ccccc32)C1=O)NCc1ccc(Cl)cc1 (centres undefined)	3	.	-6
COc1ccccc1CNC(=O)COC(=O)Cc1ccc(Br)cc1	4	.	-30
C/C(=C\c1ccccc1)C(=O)Nc1ccc(S(=O)(=O)Nc2ncccn2)cc1	8	i	-18
CC(C)OC(=O)c1cc(-c2ccc(C=O)o2)ccc1Cl	1	i	-13
CCCn1c(CCC(=O)Nc2ccccc2Cc2ccccc2)nc2cc(S(=O)(=O)N3CCOCC3)ccc21	26	i	-24
CCCC(=O)Nc1ccc2nc(SCC(=O)Nc3ccc(N4CCOCC4)c(Cl)c3)sc2c1	8	i	-4
CCOc1cc(C=O)cc(N=Nc2cccc([N+](=O)[O-])c2)c1O	9	i	-23
CCSc1nnc(-c2ccc(S(=O)(=O)NCc3cccs3)cc2)o1	3	i	15
O=C(NCc1ccc(Cl)cc1)C1CCN(S(=O)(=O)N2CCOCC2)CC1	4	i	-7
CCOC(=O)c1c(S(=O)(=O)NCCc2ccc(OC)c(OC)c2)c(C)n(C)c1C	21	i	-12
CN1C(=O)c2ccc(Oc3ccccc3)cc2C1=O	8	i	-15
CS(=O)(=O)Cc1ccc(C(=O)NC(c2ccccc2)c2ccccc2)cc1	18	i	-3
CC(C)OC(=O)CC12CN3CC(CC(=O)OC(C)C)(CN(C1)C(=O)c1ccccc1C3=O)C2=O	5	i	-24
CCCCc1cc(C(=O)Cc2ccccn2)c(O)cc1O	14	i	-24
CCOC(=O)CSc1nnc(CCc2nc3ccccc3[nH]2)n1C	11	i	-6
CCCOC(=O)C1=C(C)N(C)C(=O)NC1c1cc2c(cc1Br)OCO2 (centres undefined)	16	i	-32
Cc1ccc(CNC(=O)CSc2nc3ccccc3c(=O)n2CC2CCCO2)cc1 (centres undefined)	4	.	-19
CCCCN1C(=S)SC(C)(C)C1/[N+]([O-])=C/c1cccnc1 (centres undefined)	7	i	-10
Clc1cccc(-c2nnc3n2CCCCC3)c1	14	i	-10

Looked up one by one from the list above (3):
molecule	OX1R antag-1	CHT PAM	OX1R antag-2
Cc1ccc(CNC(=O)CSc2nc3ccccc3c(=O)n2CC2CCCO2)cc1 (centres undefined)	4	.	-19
CCOC(=O)c1c(S(=O)(=O)NCCc2ccc(OC)c(OC)c2)c(C)n(C)c1C	21	i	-12
CC(C)OC(=O)CC12CN3CC(CC(=O)OC(C)C)(CN(C1)C(=O)c1ccccc1C3=O)C2=O	5	i	-24

(cont.)
molecule	OX1R antag-1	CHT PAM	OX1R antag-2
CC(C)(C(=O)N[C@H](CO)c1ccccc1)C(=O)N[C@H](CO)c1ccccc1	20	i	1
CC1(C)CC2CC(C)(CN2/C=N/c2sc3c(c2C#N)CC(C)(C)NC3(C)C)C1 (centres undefined)	6	8*	-16
COc1ccccc1OCCCOc1c(Cl)cc(C)cc1Cl	15	i	-22
CCC(c1nnnn1Cc1ccco1)N(Cc1ccccc1OC)Cc1cc2cc(C)ccc2[nH]c1=O (centres undefined)	5	i	-23
CNC(=O)c1nnc(Cc2ccc(Cl)cc2)o1	5	i	-17
COc1cc(NC(=O)COC(=O)c2cnccn2)c(C)cc1[N+](=O)[O-]	25	i	-10
COc1ccc(-n2c(SCC(=O)Nc3ccccc3)nnc2-c2ccc(NS(=O)(=O)c3ccc(C)cc3)cc2)cc1	18	i	-15
Cc1ccc(C)c(-c2cc(C(=O)N/N=C/c3cccnc3)c3ccccc3n2)c1	19	i	-32
CCN(CC)S(=O)(=O)c1cccc(-c2nnc(SCCCC(=O)c3ccc(F)cc3)o2)c1	24	i	12
Cc1ccc(-n2c(COc3cccc(C)c3)n[nH]c2=S)cc1	6	i	-2
c1ccc(NC2=NCCN2CC2CCCC2)cc1	25	i	16
CCN(CC)S(=O)(=O)c1ccc2[nH]cc(C(=O)NC3CC3)c(=O)c2c1	1	i	1
COCCN(CCOC)Cc1c(C)[nH]c2c(C)c(C)ccc2c1=O	26	i	-8
O=C(NN1C(=O)c2ccccc2C1=O)c1ccncc1	-2	i	-8
CC(=O)N1CCC2(CC1)CC(=O)c1cc(OCC(=O)N3CCCC3)ccc1O2	26	i	-2
O=C(CCC(=O)N/N=C/c1c[nH]c2ccccc12)NCc1ccccc1	17	i	-11
O=C(Nc1nc2nc(-c3ccccc3)cc(-c3ccccc3)n2n1)c1ccco1	80*	i	-5
CCn1c(NCc2ccc(OC)cc2)nc2ccccc21	2	i	-15
N#Cc1ccc(NC(=O)CSc2cn[nH]n2)cc1	2	i	9
CCn1c(=O)cc(SCC(=O)Nc2ccc(OC)c(OC)c2)c2ccccc21	23	i	-8
COc1ccc(OC)c(S(=O)(=O)Nc2c(F)cccc2F)c1	16	i	-13
